Screens (PubChem BioAssay)
A3A deaminase: blocks human APOBEC3A ssDNA deamination; recombinant A3A, FAM/TAMRA ssDNA deamination fluorescence; inhibition, % at 20 µM; 330,000 compounds, 0.41% hits; AID 493011;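 active = at least 40% inhibition at 20 µM here, with at most 30% in a related deaminase screen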;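 note: plate controls were A3A with DMSO for no effect and wells lacking A3A enzyme for full effect; some results filed as inactive read as strong as hits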
Target sequence (P31941 whole entry, looked up): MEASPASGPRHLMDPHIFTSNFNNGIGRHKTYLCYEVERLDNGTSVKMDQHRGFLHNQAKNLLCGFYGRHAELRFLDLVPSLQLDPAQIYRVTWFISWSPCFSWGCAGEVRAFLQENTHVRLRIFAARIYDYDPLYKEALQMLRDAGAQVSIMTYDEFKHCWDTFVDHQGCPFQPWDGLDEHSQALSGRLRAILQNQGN
PfG6PD inh: PfG6PD (Plasmodium falciparum) enzyme inhibition; inhibition, % at 20 µM; AID 504690; 350,000 compounds, 0.78% hits; PfGluPho enzyme, NADPH resazurin-diaphorase fluorescence;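 active = inhibition reaching at least a set limit at 20 µM in the primary screen, cut at about 59% in these data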;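 note: 0% = DMSO wells with substrate and 100% = DMSO wells lacking glucose-6-phosphate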
ATG4B inhibitor: ATG4B (human) cysteine protease inhibition; inhibition, % at 8.33 µM; Q9Y4P1; ATG4B cleavage of LC3-PLA2, NBD-HPC fluorescence, 1 h; 340,000 compounds, 0.51% hits; in the data active = inhibition above about 40%
hIAP activ: human IAP activation; P09923; purified human IAP, CDP-Star luminescence, 30 min; active compounds read high; 1 = vehicle-only enzyme, 0 = enzyme-free background; activation factor at 10 µM; 330,000 compounds, 0.16% hits; AID 2524;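 active = activation factor of the enzyme at least 2-fold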; note: the source names both 10 and 20 µM as test concentration; values of inactives mirror those of a sister screen read the other way
mIAP act: mouse IAP activation. activation factor at 10 µM. AID 2805. muIAP, CDP-Star luminescence, 30 min; active compounds read high; 1 = vehicle-only enzyme signal, 0 = enzyme-free wells. 330,000 compounds, 0.24% hits;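 active = activation factor of at least 2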; note: the source names both 10 and 20 µM as test concentration; values of inactives mirror those of a sister screen read the other way
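Assay system: mouse IAP enzyme; reagent: chemiluminescent substrate CDP-Star; dosing: test compounds delivered from DMSO solution; schedule: 30 min at room temperature; measured by: luminescence from enzymatic CDP-Star hydrolysis; controls: DMSO-only wells and no-enzyme negative control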
mIAP inh: blocks mouse intestinal alkaline phosphatase | purified mouse IAP, CDP-Star luminescence, 30 min | inhibition, % at 10 µM | 330,000 compounds, 0.2% hits;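 active = inhibition of at least 40% at 10 µM in the primary screen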;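 note: plate controls were DMSO with enzyme for no effect and no enzyme wells for full effect; values of inactives mirror those of a sister screen read the other way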
HKDC1 inhibitor: inhibitors of human hexokinase HKDC1. Q2TB90. recombinant HKDC1, G6PDH/diaphorase resazurin coupled fluorescence. inhibition, % at 20 µM. 340,000 compounds, 0.16% hits;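 active = inhibition above about 35% when tested at 20 µM, limit read from the data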;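 note: plate controls were DMSO wells with enzyme for no effect and DMSO wells lacking enzyme for full effect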
Target sequence (Q2TB90 whole entry, looked up): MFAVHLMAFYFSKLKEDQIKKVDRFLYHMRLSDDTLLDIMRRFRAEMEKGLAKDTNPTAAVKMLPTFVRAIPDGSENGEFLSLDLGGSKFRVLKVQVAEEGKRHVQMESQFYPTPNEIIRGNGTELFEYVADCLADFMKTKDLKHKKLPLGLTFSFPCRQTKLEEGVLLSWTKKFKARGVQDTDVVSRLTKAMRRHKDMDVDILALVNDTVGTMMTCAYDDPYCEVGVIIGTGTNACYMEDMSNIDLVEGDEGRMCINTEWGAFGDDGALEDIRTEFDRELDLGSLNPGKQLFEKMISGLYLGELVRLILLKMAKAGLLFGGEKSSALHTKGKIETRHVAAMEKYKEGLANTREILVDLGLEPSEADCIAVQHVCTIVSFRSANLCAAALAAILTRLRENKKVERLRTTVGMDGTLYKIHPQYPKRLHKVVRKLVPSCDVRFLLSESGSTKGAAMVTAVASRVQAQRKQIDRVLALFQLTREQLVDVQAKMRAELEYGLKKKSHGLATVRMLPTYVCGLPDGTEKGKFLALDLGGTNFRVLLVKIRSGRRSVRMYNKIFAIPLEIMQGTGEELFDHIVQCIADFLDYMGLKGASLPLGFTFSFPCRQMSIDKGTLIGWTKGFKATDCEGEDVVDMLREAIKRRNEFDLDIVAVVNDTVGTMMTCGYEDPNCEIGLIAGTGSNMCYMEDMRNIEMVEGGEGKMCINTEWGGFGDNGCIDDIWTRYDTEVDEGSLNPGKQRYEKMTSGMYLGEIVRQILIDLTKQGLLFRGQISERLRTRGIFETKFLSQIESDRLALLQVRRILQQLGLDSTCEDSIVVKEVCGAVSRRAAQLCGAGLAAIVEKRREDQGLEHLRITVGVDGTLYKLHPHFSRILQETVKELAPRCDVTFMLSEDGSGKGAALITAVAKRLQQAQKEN
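Incubation: 90 min at room temperature in dark / Material: recombinant HKDC1 (HK5) hexokinase enzyme, produced in-house / Quantity: enzyme 5 µg/mL final / Compound: one dose of 20 µM, 1% DMSO / Reagent: glucose and ATP substrates / Buffer or medium: Tris pH 8.0 buffer with MgCl2, Tween-20, BSA, BME / Technique: resorufin fluorescence at 613 nm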
hIAP block: human IAP inhibition. 330,000 compounds, 0.12% hits. P09923. purified IAP, CDP-Star luminescence, 30 min. AID 2544. inhibition, % at 10 µM;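 active = inhibition reaching a set limit with compound at 10 µM in the primary screen, cut at about 35% in these data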;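 note: plate controls were DMSO wells with enzyme for no effect and no-enzyme buffer wells for full effect; values of inactives mirror those of a sister screen read the other way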
* = called active by the depositor.

Screening CC(C)c1cccc(C(C)C)c1NC(=O)CNCC(O)c1ccccc1 (configuration not stated) returned A3A deaminase 0, PfG6PD inh -17, ATG4B inhibitor 22, hIAP activ 1.1, mIAP act 1.1, mIAP inh -6, HKDC1 inhibitor -1 and hIAP block -13.
O=C(CSc1nnnn1-c1ccc(Cl)cc1)NC1CCS(=O)(=O)C1 (configuration not stated) was read as A3A deaminase -1, PfG6PD inh 0, ATG4B inhibitor -5, hIAP activ 0.97, mIAP act 0.99, mIAP inh 1, HKDC1 inhibitor -7 and hIAP block 3.
CC1CCN(c2ccc([N+](=O)[O-])cc2C(=O)O)CC1 was read as A3A deaminase 2, PfG6PD inh 5, ATG4B inhibitor -6, hIAP activ 0.81, mIAP act 0.9, mIAP inh 10, HKDC1 inhibitor -12 and hIAP block 19.
Screening Cn1c(SCC(=O)Nc2ccc(N3CCOCC3)c(Cl)c2)nnc1-c1ccccc1 returned A3A deaminase -7, PfG6PD inh 8, ATG4B inhibitor 8, hIAP activ 1.2, mIAP act 1.1, mIAP inh -8, HKDC1 inhibitor -9 and hIAP block -21.
COc1ccc(CC(NC(=O)c2ccccc2)C(=O)NCC(=O)O)cc1 (configuration not stated) was read as A3A deaminase -3, PfG6PD inh -15, ATG4B inhibitor -11, hIAP activ 0.92, mIAP act 1, mIAP inh -2, HKDC1 inhibitor -2 and hIAP block 8.
CN(C(=O)COC(=O)CN1C(=O)c2cccc([N+](=O)[O-])c2C1=O)c1ccccc1 was read as A3A deaminase -3, PfG6PD inh -1, ATG4B inhibitor -14, hIAP activ 1.1, mIAP act 1.1, mIAP inh -8, HKDC1 inhibitor 4 and hIAP block -9.
`COc1ccc(NC(=O)c2ccco2)cc1NC(=O)COc1ccccc1[N+](=O)[O-]` gave A3A deaminase -6, PfG6PD inh 0, ATG4B inhibitor -1, hIAP activ 1.1, mIAP act 1, mIAP inh -4, HKDC1 inhibitor -7 and hIAP block -10.
For O=C(CSc1nc2c(c(=O)[nH]1)CCC2)Nc1ccc(F)cc1 the results were A3A deaminase -2, PfG6PD inh 0, ATG4B inhibitor -1, hIAP activ 0.97, mIAP act 0.91, mIAP inh 9, HKDC1 inhibitor -2 and hIAP block 3.
For O=C(NCc1ccccc1)N1CCC(CO)(CCc2ccccc2)CC1 the results were A3A deaminase 3, PfG6PD inh -14, ATG4B inhibitor 10, hIAP activ 0.96, mIAP act 1, mIAP inh -2, HKDC1 inhibitor -4 and hIAP block 4.
Cc1nc2ccccc2n1C1CC(=O)N(Cc2ccccc2)C1=O (configuration not stated) was read as A3A deaminase -2, PfG6PD inh -17, ATG4B inhibitor 0, hIAP activ 1, mIAP act 0.97, mIAP inh 3, HKDC1 inhibitor -3 and hIAP block -2.
`COc1ccc(Cc2nn3c(-c4ccccc4Br)nnc3s2)cc1` gave A3A deaminase 0, PfG6PD inh -11, ATG4B inhibitor 0, hIAP activ 0.81, mIAP act 0.96, mIAP inh 4, HKDC1 inhibitor -3 and hIAP block 18.
For CCN(CC)S(=O)(=O)c1cc(NC(=O)c2cccc(N3C(=O)CCC3=O)c2)ccc1Cl the results were A3A deaminase -1, PfG6PD inh 1, ATG4B inhibitor -5, hIAP activ 0.83, mIAP act 1, mIAP inh -4, HKDC1 inhibitor 2 and hIAP block 16.
For Cc1c(OC(C)C(=O)NCCN2CCOCC2)ccc2c3c(c(=O)oc12)CCCC3 (configuration not stated) the results were A3A deaminase -2, PfG6PD inh 16, ATG4B inhibitor -5, hIAP activ 1, mIAP act 1, mIAP inh 0, HKDC1 inhibitor -1 and hIAP block -2.
O=[N+]([O-])c1cc(Br)c(OCc2nnc(-c3ccccc3)o2)c(Br)c1 was read as A3A deaminase 3, PfG6PD inh -5, ATG4B inhibitor -17, hIAP activ 0.95, mIAP act 0.87, mIAP inh 13, HKDC1 inhibitor 0 and hIAP block 4.
For CCC(CC)C(=O)Nc1nnc(CCc2ccccc2)s1 the results were A3A deaminase -5, PfG6PD inh -18, ATG4B inhibitor -2, hIAP activ 1.2, mIAP act 1.1, mIAP inh -8, HKDC1 inhibitor -1 and hIAP block -20.
O=C1CC(=C(c2ccccc2)c2ccccc2)C(=O)N1CCCCN1CCN(c2cccc(Cl)c2)CC1 was read as A3A deaminase 4, PfG6PD inh 5, ATG4B inhibitor -8, hIAP activ 0.88, mIAP act 0.92, mIAP inh 8, HKDC1 inhibitor 6 and hIAP block 12.
Screening COc1ccc(CCN(Cc2cccs2)S(=O)(=O)c2ccc(S(=O)(=O)N(C)C3CCCCC3)cc2)cc1OC returned A3A deaminase -1, PfG6PD inh 11, ATG4B inhibitor 0, hIAP activ 1, mIAP act 0.95, mIAP inh 5, HKDC1 inhibitor -7 and hIAP block -4.
Screening Cc1cc(C(=O)Cn2cnc3cc([N+](=O)[O-])ccc3c2=O)c(C)n1CC1CCCO1 (configuration not stated) returned A3A deaminase 2, PfG6PD inh 18, ATG4B inhibitor -15, hIAP activ 0.79, mIAP act 0.97, mIAP inh 2, HKDC1 inhibitor 2 and hIAP block 21.
C#CCOCCOCCOCCNc1nc(N2CCN(C(=O)[C@H](CCCCN)n3cc([C@@H](N)C(C)CC)nn3)CC2)nc(N2CCN(C(=O)[C@H](Cc3cc4ccccc4[nH]3)n3cc([C@@H](N)C(C)CC)nn3)CC2)n1 (some centres not stated) was read as A3A deaminase -4, PfG6PD inh 61*, ATG4B inhibitor 12, hIAP activ 1.2, mIAP act 1.2, mIAP inh -20, HKDC1 inhibitor 7 and hIAP block -18.
Cc1ccc(S(=O)(=O)Nn2c(C)nnc2-n2nc(C)cc2C)cc1 was read as A3A deaminase -4, PfG6PD inh -8, ATG4B inhibitor 0, hIAP activ 1.1, mIAP act 1.1, mIAP inh -15, HKDC1 inhibitor -9 and hIAP block -7.
For COc1ccccc1N1CCN(C(=O)c2ccoc2C)CC1 the results were A3A deaminase -2, PfG6PD inh -12, ATG4B inhibitor -2, hIAP activ 1.1, mIAP act 1, mIAP inh -5, HKDC1 inhibitor -5 and hIAP block -8.
`COc1ccc(N(CC(=O)N2CC=C(c3ccccc3)CC2)S(=O)(=O)c2c(C)noc2C)cc1` gave A3A deaminase 3, PfG6PD inh -1, ATG4B inhibitor 13, hIAP activ 0.77, mIAP act 1, mIAP inh -1, HKDC1 inhibitor 10 and hIAP block 24.
Screening O=C(c1ccccc1Cl)N(Cc1ccccc1F)N1C(=O)CCCC1=O returned A3A deaminase -6, PfG6PD inh -8, ATG4B inhibitor 1, hIAP activ 0.95, mIAP act 1, mIAP inh -4, HKDC1 inhibitor 6 and hIAP block 5.
COC(=O)CN1C(=S)N(c2ccccc2)C(=O)C1CC(=O)Nc1ccc(Cl)cc1 (configuration not stated) was read as A3A deaminase 0, PfG6PD inh 4, ATG4B inhibitor 4, hIAP activ 1, mIAP act 0.93, mIAP inh 7, HKDC1 inhibitor -24 and hIAP block -4.
For COC(=O)c1ccc(C2C(C(=O)OCC(C)C)=C(C)N=C3SCCC(=O)N32)cc1 (configuration not stated) the results were A3A deaminase 7, PfG6PD inh 3, ATG4B inhibitor -8, hIAP activ 0.86, mIAP act 0.95, mIAP inh 5, HKDC1 inhibitor 8 and hIAP block 14.
`Cc1ccccc1NC(=O)C1c2cccc[n+]2CC(=O)N1c1c(C)cccc1C` (configuration not stated) gave A3A deaminase 40*, PfG6PD inh 19, ATG4B inhibitor -6, hIAP activ 1.1, mIAP act 0.98, mIAP inh 2, HKDC1 inhibitor 6 and hIAP block -15.
`CCN(CC)C(=O)Cn1cnc2sc(C(=O)NCCCN3CCOCC3)c(C)c2c1=O` gave A3A deaminase 0, PfG6PD inh -17, ATG4B inhibitor 6, hIAP activ 1.1, mIAP act 1.1, mIAP inh -9, HKDC1 inhibitor -2 and hIAP block -5.
For Cc1onc(-c2ccccc2Cl)c1C(=O)N(C)C1CCCCC1 the results were A3A deaminase -3, PfG6PD inh -7, ATG4B inhibitor 12, hIAP activ 0.9, mIAP act 1.1, mIAP inh -8, HKDC1 inhibitor 2 and hIAP block 10.
Screening O=C(CCc1nc(-c2ccccc2)no1)Nc1cc(C(F)(F)F)ccc1Cl returned A3A deaminase 3, PfG6PD inh 29, ATG4B inhibitor -6, hIAP activ 0.95, mIAP act 0.95, mIAP inh 5, HKDC1 inhibitor 3 and hIAP block 5.
Screening CCc1nc(N2CCN(CC(=O)NCC3CCCO3)CC2)c(C#N)c2c1COC(C)(C)C2 (configuration not stated) returned A3A deaminase -3, PfG6PD inh 4, ATG4B inhibitor -7, hIAP activ 1.2, mIAP act 0.95, mIAP inh 5, HKDC1 inhibitor 4 and hIAP block -23.

Five compounds from above, sorted by heavy-atom count, rising:
Screening Cc1cc(C(=O)Cn2cnc3cc([N+](=O)[O-])ccc3c2=O)c(C)n1CC1CCCO1 (configuration not stated) returned A3A deaminase 2, PfG6PD inh 18, ATG4B inhibitor -15, hIAP activ 0.79, mIAP act 0.97, mIAP inh 2, HKDC1 inhibitor 2 and hIAP block 21.
Screening CCc1nc(N2CCN(CC(=O)NCC3CCCO3)CC2)c(C#N)c2c1COC(C)(C)C2 (configuration not stated) returned A3A deaminase -3, PfG6PD inh 4, ATG4B inhibitor -7, hIAP activ 1.2, mIAP act 0.95, mIAP inh 5, HKDC1 inhibitor 4 and hIAP block -23.
`COc1ccc(N(CC(=O)N2CC=C(c3ccccc3)CC2)S(=O)(=O)c2c(C)noc2C)cc1` gave A3A deaminase 3, PfG6PD inh -1, ATG4B inhibitor 13, hIAP activ 0.77, mIAP act 1, mIAP inh -1, HKDC1 inhibitor 10 and hIAP block 24.
Screening COc1ccc(CCN(Cc2cccs2)S(=O)(=O)c2ccc(S(=O)(=O)N(C)C3CCCCC3)cc2)cc1OC returned A3A deaminase -1, PfG6PD inh 11, ATG4B inhibitor 0, hIAP activ 1, mIAP act 0.95, mIAP inh 5, HKDC1 inhibitor -7 and hIAP block -4.
C#CCOCCOCCOCCNc1nc(N2CCN(C(=O)[C@H](CCCCN)n3cc([C@@H](N)C(C)CC)nn3)CC2)nc(N2CCN(C(=O)[C@H](Cc3cc4ccccc4[nH]3)n3cc([C@@H](N)C(C)CC)nn3)CC2)n1 (some centres not stated) was read as A3A deaminase -4, PfG6PD inh 61*, ATG4B inhibitor 12, hIAP activ 1.2, mIAP act 1.2, mIAP inh -20, HKDC1 inhibitor 7 and hIAP block -18.

New compounds follow.
For COCCNC(=S)N/N=C(\C)c1ccc(-n2ccnc2)cc1 the results were A3A deaminase -3, PfG6PD inh 0, ATG4B inhibitor -4, hIAP activ 1.1, mIAP act 0.9, mIAP inh 10, HKDC1 inhibitor 2 and hIAP block -12.
`O=C(COc1ccc(Br)cc1Cl)NC1CCN(Cc2ccccc2)CC1` gave A3A deaminase -1, PfG6PD inh 11, ATG4B inhibitor -13, hIAP activ 1.1, mIAP act 0.95, mIAP inh 5, HKDC1 inhibitor -6 and hIAP block -7.
For Cc1cccc(OCC(=O)N2CCN(C(=O)c3ccco3)CC2)c1 the results were A3A deaminase -1, PfG6PD inh 0, ATG4B inhibitor -5, hIAP activ 0.96, mIAP act 1, mIAP inh 0, HKDC1 inhibitor -7 and hIAP block 4.
For OC(CNCc1cccnc1)COc1ccc2ccccc2c1 (configuration not stated) the results were A3A deaminase 4, PfG6PD inh 3, ATG4B inhibitor 1, hIAP activ 1.1, mIAP act 0.9, mIAP inh 10, HKDC1 inhibitor -3 and hIAP block -14.
C=CCn1c(SCC(=O)N(C)C2CCS(=O)(=O)C2)nnc1-c1ccccc1 (configuration not stated) was read as A3A deaminase 11, PfG6PD inh -1, ATG4B inhibitor -8, hIAP activ 1, mIAP act 1, mIAP inh -4, HKDC1 inhibitor -4 and hIAP block -4.

An unsorted share of the library. About 2.4% of those tested had a hit in this group.
